# TRHR agonist – qHTS for Small Molecule Agonists and Allosteric Enhancers of Human TRH Receptor: Primary Screen for Agonists; Thyrotropin-releasing hormone receptor (Homo sapiens), P34981; TRHR cells, calcium flux fluo-8, FDSS agonist mode; activation, % at 2 µM; actives 0.18% (n = 360,000); in the data active = activation above about 30%; note: 0% is about no effect
#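 Read-out: compound-evoked intracellular calcium rise in TRHR cells, fluo-8 dye, kinetic FDSS fluorescence at 1 s/cycle following a 10-cycle baseline. Cells cultured overnight before dye loading (30 min–1.5 h, RT).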
# IDH1 R132H inh – qHTS for Inhibitors of mutant isocitrate dehydrogenase 1 (IDH1): qHTS; Isocitrate dehydrogenase [NADP] cytoplasmic (Homo sapiens), O75874; Potency, µM (highest dose often 76.6 µM), for the others: at the top dose activity change, negative = inhibition, actives largely listed as inhibitors; IDH1-R132H enzyme, NADPH consumption, diaphorase/resazurin fluorescence; AID 602179, 2012; actives 0.093% (n = 390,000); note: potency is the fitted concentration of half-maximal effect; % is set by controls: 0 for no effect and ±100 for the full control effect; nearly all actives have a fitted effect of over 65% in size
#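 IDH1-R132H (0.5 ug/mL dispensed) in pH 7.5 Tris buffer was preincubated 30 min with compound, then given a substrate mix of 0.016 mM NADPH and 2 mM alpha-KG for 80 min at room temperature; remaining NADPH was read by diaphorase/resazurin fluorescence.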
# Pin1 inh – qHTS Assay to Find Inhibitors of Pin1; actives 0.009% (n = 390,000); Peptidyl-prolyl cis-trans isomerase NIMA-interacting 1 (Homo sapiens), Q13526; Potency, µM (doses to about 115 µM), for the others: top-dose activity, negative = inhibition, usual class: inhibitors; AID 504891, 2011; Pin1 FP peptide displacement, HiFluor488, 10 min; active = well fitted inhibition curve with a large enough effect in the polarisation, with a control signal flat, not every such curve was filed as active; inconclusive = small, poorly fitted or top-dose-only effect, or effect the other way, or a change in a side signal; inactive = no such curve, though single readings can be large or run the other way; the % refers to the polarisation; note: potency is the fitted concentration of half-maximal effect; % is set by controls: 0 for no effect and ±100 for the full control effect
# Target sequence (Q13526 whole entry, looked up): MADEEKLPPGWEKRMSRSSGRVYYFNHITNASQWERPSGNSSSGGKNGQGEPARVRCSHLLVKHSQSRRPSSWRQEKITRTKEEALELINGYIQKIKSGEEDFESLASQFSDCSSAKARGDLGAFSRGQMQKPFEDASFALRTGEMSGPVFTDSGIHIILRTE
# TRHR PAM – qHTS for Small Molecule Agonists and Allosteric Enhancers of Human TRH Receptor: Primary Screen for Enhancers; enhancement, % at 2 µM; AID 493056, 2011; actives 0.66% (n = 360,000); Thyrotropin-releasing hormone receptor (Homo sapiens), P34981; TRHR cells, fluo-8 calcium fluorescence, EC20 TRH enhancement; in the data active = enhancement above about 30%; note: 0% is about no effect
#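 TRHR-expressing cells loaded with fluo-8 calcium dye were read kinetically (ex 480/em 530) during compound addition, then stimulated with an EC20 of TRH (10 nM final). Enhancement of the Gq-mediated intracellular calcium response was scored.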
# D2 antag – HTS Assay for Allosteric Antagonists of the Human D2 Dopamine Receptor: Primary Screen for Antagonists | actives 2% (n = 340,000) | inhibition, % at 10 µM | D(2) dopamine receptor (Homo sapiens), P14416 | HEK293 TREx D2 cells, calcium flux, dopamine EC80; in the data active = inhibition above about 30%; note: 0% is about no effect
#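 Inhibition of EC80 dopamine-driven calcium flux, recorded kinetically, defines activity here; cells are a tetracycline-induced HEK293 T-REx line expressing force-coupled D2.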
# rTrxR1 inhibitor – qHTS Assay for Inhibitors of Mammalian Selenoprotein Thioredoxin Reductase 1 (TrxR1): qHTS. recombinant rTrxR1, NADPH fluorescence consumption, selenite substrate. AID 588453, 2011. actives 1% (n = 390,000). Potency, µM (titrated, usually from 114 µM), for the others: at the highest dose activity change, negative = inhibition, actives largely listed as inhibitors; note: potency is the fitted concentration of half-maximal effect; % is set by controls: 0 for no effect and ±100 for the full control effect; nearly all actives have a fitted effect of over 65% in size
#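 Rat TrxR1 (90 nM in the dispensed reagent) was pre-reduced with 400 uM NADPH for 5 min at room temperature, then incubated with compound for 15 min. After 400 uM selenite was added, NADPH fluorescence (Ex 340/Em 450 nm) was followed for 8 min.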
# TrxR1 substrate – qHTS Assay for Substrates of Mammalian Selenoprotein Thioredoxin Reductase 1 (TrxR1): qHTS; purified TrxR1 substrate turnover, NADPH consumption readout; actives 0.01% (n = 390,000); Potency, µM (series often up to 114 µM), without a hit: at the highest dose activity change, negative = substrate turnover; Thioredoxin reductase 1, cytoplasmic (Rattus norvegicus), O89049; note: potency is the fitted concentration of half-maximal effect; % is set by controls: 0 for no effect and ±100 for the full control effect; nearly all actives have a fitted effect of over 50% in size
#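 Rat TrxR1, dispensed at 90 nM, was prereduced with 400 uM NADPH (final) for 5 min at ~22 deg C, then incubated with compound 15 min before 400 uM selenite. A first-read NADPH fluorescence drop versus no-compound background flagged substrates.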
# USP1 inh – Inhibitors of USP1/UAF1: Primary Screen | Ubiquitin carboxyl-terminal hydrolase 1 (Homo sapiens), O94782 | recombinant USP1/UAF1, Ub-Rhodamine cleavage fluorescence | Potency, µM (top dose mostly 57.1 µM), inactives show top-dose activity change, negative = inhibition, actives largely listed as inhibitors | actives 0.23% (n = 390,000); note: potency is the fitted concentration of half-maximal effect; % is set by controls: 0 for no effect and ±100 for the full control effect; nearly all actives have a fitted effect of over 60% in size; inactives centre near -12
# Target sequence (O94782 whole entry, looked up): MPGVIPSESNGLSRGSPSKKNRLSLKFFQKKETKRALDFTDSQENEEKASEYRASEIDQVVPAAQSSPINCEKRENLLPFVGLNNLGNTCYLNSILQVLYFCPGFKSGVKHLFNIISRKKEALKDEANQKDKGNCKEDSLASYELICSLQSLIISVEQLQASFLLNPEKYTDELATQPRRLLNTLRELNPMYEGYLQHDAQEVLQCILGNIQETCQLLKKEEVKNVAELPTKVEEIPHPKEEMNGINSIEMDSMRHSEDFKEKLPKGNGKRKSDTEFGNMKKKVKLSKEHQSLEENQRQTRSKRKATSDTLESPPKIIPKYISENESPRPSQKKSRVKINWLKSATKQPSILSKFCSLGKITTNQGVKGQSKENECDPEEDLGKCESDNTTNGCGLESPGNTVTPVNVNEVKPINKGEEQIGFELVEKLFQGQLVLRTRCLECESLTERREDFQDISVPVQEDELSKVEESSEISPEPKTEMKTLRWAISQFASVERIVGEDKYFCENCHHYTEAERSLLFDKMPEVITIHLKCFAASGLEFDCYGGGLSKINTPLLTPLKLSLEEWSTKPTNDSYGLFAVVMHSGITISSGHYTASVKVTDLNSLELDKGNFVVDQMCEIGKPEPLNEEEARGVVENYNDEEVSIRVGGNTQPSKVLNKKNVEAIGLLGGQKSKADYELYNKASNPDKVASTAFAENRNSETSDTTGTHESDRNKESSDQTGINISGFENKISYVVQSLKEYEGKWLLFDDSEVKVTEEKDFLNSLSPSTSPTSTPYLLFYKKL
#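 USP1/UAF1 complex (1 nM) preincubated 15 min at room temperature with compound, then Ub-Rho substrate (150 nM final) added. Kinetic fluorescence at 480/540 nm over 6 reads at 60 s intervals; 50 mM HEPES pH 7.8, 0.5 mM EDTA, 0.1 mg/ml BSA, 1 mM TCEP, 0.01% Tween-20.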
# D2 ag – HTS Assay for Allosteric Agonists of the Human D2 Dopamine Receptor: Primary Screen for Agonists; HEK293 T-REx D2 cells, calcium flux agonist mode; activation, % at 2 µM; actives 0.53% (n = 340,000); AID 485358, 2010;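 active = activation over 3 SD above normal in the single-dose calcium agonist read, cut at about 30% in these data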; note: 0% is about no effect
#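 Calcium-flux readout, 1 cycle/sec over 180 s following compound pin transfer, in inducible HEK293 Trex D2 cells (force-coupled); dopamine controls included. Positive calcium responses during this window marked compounds as potential agonists.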
# The depositor's hits bear a star; ? = inconclusive; nt = no result given; [ ] = another dose, or the depositor's remark. Unless noted, calls come from the whole dose curve; as a rule, active = well fitted inhibition curve with a large enough effect; inconclusive = small, poorly fitted or top-dose-only effect; inactive = no such curve, though single readings can be large or run the other way.
SMILES,TRHR agonist,IDH1 R132H inh,Pin1 inh,TRHR PAM,D2 antag,rTrxR1 inhibitor,TrxR1 substrate,USP1 inh,D2 ag
CCCc1[nH]nc2c1C(CCC)C(C#N)=C(N)O2 (stereo not given),0.2,-8%,-1%,-4,-10,-24%[57.1 µM],7%[57.1 µM],-8%,0.0
COc1ccc(-c2nnc(N3CCOCC3)c3ccccc23)cc1,0.2,0%,-8%,39*,13,3%,0%,-5%,0.8
COc1ccc(C(=O)NNC(=O)C2=NN(c3ccccc3)C(=O)CC2)cc1,0.2,-6%,1%,-4,0,22%,-4%,-26%,0.2
Cc1cccc(C)c1NC(=O)C1(N(C(=O)c2ccccn2)c2ccc(O)cc2)CCCCC1,2.2,-4%,-4%,-4,15,4%,1%,-23%,1.1
CC(=O)N/C(=C\c1ccccc1)C(=O)NC(C)C(=O)O (stereo not given),0.5,8%,-12%,-5,-8,16%[57.1 µM],-7%,-6%,1.5
Cc1ccc(NC(=O)c2cnn(-c3ccccc3)c2C)cc1C,-0.5,10%,3%,0,-6,4%[57.1 µM],4%[57.1 µM],-5%,-1.4
COc1cc(NC(=O)CCNC(=O)Cn2cnc3sc4c(c3c2=O)CCCC4)cc(OC)c1OC,0.0,2%,4%,-3,-22,11%,-2%,4%,0.2
CN(C)S(=O)(=O)c1ccc(C(=O)Nc2ccc(-n3nncc3-c3ccccc3)cc2)cc1,0.7,-3%,8%,1,nt,13%[57.1 µM],0%[57.1 µM],-10%,-0.9
COc1ccc(OC)c(CNC(=O)CN2N=C(c3ccc(Cl)cc3)CCC2=O)c1,-0.4,-3%,-1%,-14,nt,26%[57.1 µM],3%[57.1 µM],-11%,0.1
O=S(=O)(c1ccccc1Cl)N1CCCC1c1nc(-c2cccc(Cl)c2)no1 (stereo not given),1.1,2%,?,0,-13,21%,2%,-9%,1.9
O=C(O)C1CSC2c3ccccc3C(=O)N12 (stereo not given),-1.5,0%,-12%,6,nt,19%,9%,-8%,nt
Cc1cccc(Nc2nc(NCCCN3CCOCC3)nc(N)c2[N+](=O)[O-])c1,0.0,2%,1%,0,10,-10%,-10%,-8%,-0.1
Cc1cc(C)c(NC(=O)C2CC3CCC2C3)c(C)c1 (stereo not given),-0.6,-2%,-8%,-4,4,16%,-1%,-6%,-1.2
CCCc1cc(=O)oc2c(C)c(OC(C)C(=O)NCc3ccccn3)ccc12 (stereo not given),-1.3,3%,-10%,7,nt,36%[activator],8%,-21%,nt
Cc1ccsc1CN(C(=O)COc1ccc(Br)cc1)C1CCS(=O)(=O)C1 (stereo not given),1.4,nt,-1%,12,nt,15%,-3%,?,3.3
O=C(NC(C(=O)N/N=C/c1ccncc1)c1n[nH]c(=O)c2ccccc12)c1ccccc1 (stereo not given),-0.5,9%,0%,-2,nt,0%,-3%,-3%,nt
Cc1ccc(OCC(=O)N/N=C\c2ccco2)c(C)c1,-0.1,5%,-1%,0,-15,0%,1%,-15%,0.1
CC(=O)c1ccc(OCC(=O)N2CCCC2c2ccc3c(c2)OCCCO3)cc1 (stereo not given),nt,1%,-17%,nt,nt,14%,9%[57.1 µM],-18%,nt
Cc1ccc(CNc2nc(N)c([N+](=O)[O-])c(NCCO)n2)cc1,-1.1,3%,0%,-1,-6,0%,-7%,-17%,9.7
Cc1ccc2c(c1)/C(=C/c1ccco1)C(=O)N2,0.8,24%,-3%,3,-10,-9%,3%,-17%,-0.5
COc1ccc(-c2nn(-c3ccccc3)cc2C(=O)n2nnc3ccccc32)cc1,0.0,3%,-1%,-18,18,-16%,4%,-5%,0.0
O=C1CN(C(=O)CSc2nnc3ccccn23)c2ccccc2N1,0.8,-4%,1%,2,6,-9%,-8%,-15%,0.7
CN1CCc2nc(SCc3ccc(Cl)cc3)c(C#N)c(-c3cccs3)c2C1,nt,0%,?,nt,nt,?,3%[57.1 µM],-18%,nt
O=C(CCn1cccc1)Nc1ccc(F)cc1,-0.3,-7%,-8%,1,10,4%,1%,-14%,0.3
CC(C)(C)NS(=O)(=O)c1ccc(CCC(=O)NCc2ccccn2)cc1,0.1,-5%,3%,20,2,15%,1%,-19%,0.0
CC(C)(C)C(=O)NC(=S)Nc1ccc(F)cc1,0.1,1%,2%,-2,-10,?,1%,-7%,-1.4
CCCc1cc(=O)n2[nH]c(-c3ccc(Br)cc3)cc2n1,-1.6,12%,1%,0,-26,9%[57.1 µM],8%[57.1 µM],-12%,0.5
CC1(C)Cc2ccccc2-c2nnc(SCC(=O)N3CCc4ccccc43)n21,-1.1,0%,-1%,16,27,25%,4%,-7%,0.8
N#CCCN(C(=O)CN1C(=O)NC2(CCCC2)C1=O)c1ccccc1F,0.2,1%,-9%,-10,1,-6%,2%,-2%,-0.7
COc1ccc(S(=O)(=O)N2CCN(CC(=O)Nc3ccccc3OC)CC2)cc1,-2.2,-6%,2%,4,-1,26%,1%,-10%,-1.0
Nc1nc(SCC(=O)N2CCOCC2)n[nH]1,1.0,4%,4%,-7,7,26%[57.1 µM],1%[57.1 µM],2%,0.9
CCCCc1nc(NCC2CCCO2)c(C#N)c2c1COC(C)(C)C2 (stereo not given),-0.1,3%,-6%,7,10,3%,49%[activator],-20%,-0.1
COCCN1C(=O)N[C@@H](c2ccccc2)C(C(C)=O)=C1C,-0.2,-3%,0%,0,nt,2%[57.1 µM],4%[57.1 µM],-27%,nt
CC(OC(=O)c1oc2ccccc2c1COc1ccccc1)C(=O)NC(N)=O (stereo not given),0.3,14%,12%,5,29,11%,-3%,-13%,0.0
CCOc1ccc(NCCC(=O)c2ccc3c(c2)OCO3)cc1,-1.1,-3%,-2%,-2,5,2.2µM*,1%,-9%,-0.3
Cc1cccc(-n2ncc3c2CCCC3NC(=O)CCc2cccnc2)c1C (stereo not given),0.4,-2%,4%,1,-5,-4%,-7%,-2%,0.1
COc1c(F)c(F)c(C(=O)O)c(Nc2cc(C)cc(C)c2)c1F,2.1,4%,-10%,3,-9,24%[57.1 µM],-21%[57.1 µM],-10%,-0.4
CCCCCCCOC1(c2ccccc2)OC(=O)c2ccccc21 (stereo not given),0.1,12%,8%,-2,-4,5%,-6%,-14%,0.5
CC(C)Oc1ccc(CNC(=O)c2cc3ccccn3n2)cc1,-0.8,13%,0%,1,nt,-10%[57.1 µM],-9%[57.1 µM],-2%,-0.4
N#Cc1ccccc1OCC(=O)NCC(c1ccc(F)cc1)N1CCOCC1 (stereo not given),0.2,-9%,0%,-4,26,20%,3%,-19%,-0.6
CN(C(=O)c1cccc(NC(=O)Cc2cccc(NC(=O)C3CCCN(C(=O)C4CCCC4)C3)c2)c1)C1CCC1 (stereo not given),nt,3%[38.3 µM],4%,nt,nt,28%,14%,-22%,nt
CCOc1ccccc1CNC(=O)C1CCN(S(=O)(=O)c2ccc3[nH]c(=O)ccc3c2)CC1,-0.1,4%,0%,-2,nt,27%[57.1 µM],2%[57.1 µM],-23%,-0.9
COC(=O)c1[nH]c2c(c1C)C(=O)CC(c1cccs1)C2 (stereo not given),-0.2,-4%,3%,11,8,-6%[57.1 µM],-14%,-1%,0.0
COc1cccc(CNC(=O)C(=O)N2CCC3(CC2)OCCN3S(=O)(=O)c2ccc(C)cc2)c1,0.3,2%,-12%,2,7,3%,-1%,-10%,-0.2
Cn1c(N2CCC(C(N)=O)CC2)nc2c1c(=O)n(Cc1ccc(Cl)cc1)c(=O)n2C,0.3,4%,1%,1,nt,27%,6%,-1%,nt
O=C(NCc1nc2ccccc2[nH]1)c1cccc(S(=O)(=O)N2CCOCC2)c1,0.0,2%,1%,3,38*,18%,6%,-14%,0.2
Cc1ccc2c(c1)N(C(=O)CCC(=O)NCc1cccc(F)c1)CC(C)O2 (stereo not given),-0.3,-1%,9%,-5,nt,6%,-4%,-2%,-0.7
Cc1ccc(CN2CCSCC2)c(C)c1,0.2,8%,-2%,8,-11,16%,2%,-15%,3.6
COc1cccc2c1-c1c(O)cccc1C2=O,1.6,2%,?,-3,13,12%,-5%,-19%,1.6
CC(C)(C)NC(=O)c1ccccc1-c1nc2ccccc2s1,0.5,-3%,2%,5,2,11%,11%,-24%,2.6
C[C@@H]1CC=C[C@H]2[C@H]1C(=O)N(Cc1ccccc1)[C@H]2c1ccc(F)c(Br)c1,0.0,nt,nt,12,-1,nt,nt,nt,0.9
CN(C)c1cccc(NC(=O)CCc2ccccc2)c1,0.8,1%,-1%,4,-4,-9%,-9%,-7%,-1.3

# Looked up one by one from above:
SMILES,TRHR agonist,IDH1 R132H inh,Pin1 inh,TRHR PAM,D2 antag,rTrxR1 inhibitor,TrxR1 substrate,USP1 inh,D2 ag
COc1cccc2c1-c1c(O)cccc1C2=O,1.6,2%,?,-3,13,12%,-5%,-19%,1.6
CC(C)(C)NC(=O)c1ccccc1-c1nc2ccccc2s1,0.5,-3%,2%,5,2,11%,11%,-24%,2.6

# The list is partial; rates above refer to the full screens.
